Compound activity (PubChem BioAssay)
Rin1-Abl PPI inh = inhibitors of Rin1-Abl protein binding, primary screen, biochemical, TR-FRET; Tyrosine-protein kinase ABL1 (Homo sapiens) + Ras and Rab interactor 1 (Homo sapiens), …; inhibition, % at 7.35 µM; 0.4% of 360,000 active; in the data active = inhibition above about 5%, passing the limit was not always enough
Scp-1 inhibitor = Scp-1 phosphatase inhibitors, primary screen, biochemical, colorimetric, uHTS; 0.88% of 340,000 active; Recombinant Scp1, phosphopeptide, malachite green phosphate absorbance; Carboxy-terminal domain RNA polymerase II polypeptide A small phosphatase 1 (Homo …; inhibition, % at 20 µM;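 active = inhibition above about 50% at 20 µM, limit read from the data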;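 also: plate controls were DMSO wells with enzyme for no effect and wells lacking enzyme for full effect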
Target sequence (Q9GZU7 76-261 limits assumed): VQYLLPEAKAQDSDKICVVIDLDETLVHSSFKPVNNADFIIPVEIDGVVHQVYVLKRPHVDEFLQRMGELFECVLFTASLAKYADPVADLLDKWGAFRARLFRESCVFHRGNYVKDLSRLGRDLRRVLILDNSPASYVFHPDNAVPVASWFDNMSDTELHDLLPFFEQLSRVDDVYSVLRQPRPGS
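Material: truncated SCP-1 phosphatase (76-261aa) / Buffer or medium: 50 mM Tris acetate pH 5.5, 0.005% Tween-20, 10 mM MgCl2 / Compound dosing: one concentration, 20 µM, with 1.0% DMSO / Incubation: 45 min room-temperature reaction, 5 min colour, 30 min stabiliser / Detection: colorimetric free-phosphate detection, absorbance 630 nm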
CSN inh = inhibitors of CSN-mediated cullin deneddylation, primary screen, biochemical, fluorescence polarization, uHTS; COP9 signalosome complex subunit 5 (Homo sapiens), Q92905; Purified CSN, SCF-Nedd8-OG deneddylation; inhibition, % at 12.5 µM; 0.38% of 360,000 active;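 active = pattern-corrected inhibition above about 35%, with an unprinted fluorescence ratio check between 0.5 and 1.5, limit read from the data, passing the limit was not always enough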;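 also: 0% = enzyme with substrate and 100% = substrate without enzyme; some results filed as inactive read as strong as hits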
Target sequence (Q92905 whole entry, looked up, one chain of several): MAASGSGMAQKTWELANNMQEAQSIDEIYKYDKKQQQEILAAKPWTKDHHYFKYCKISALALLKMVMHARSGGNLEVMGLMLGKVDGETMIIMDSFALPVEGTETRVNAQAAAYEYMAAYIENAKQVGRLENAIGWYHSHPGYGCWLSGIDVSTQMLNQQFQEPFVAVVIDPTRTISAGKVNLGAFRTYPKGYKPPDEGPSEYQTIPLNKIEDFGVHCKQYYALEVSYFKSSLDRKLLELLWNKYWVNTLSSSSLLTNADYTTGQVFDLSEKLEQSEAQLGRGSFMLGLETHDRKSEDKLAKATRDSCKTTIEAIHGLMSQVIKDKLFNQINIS
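Test system: purified human Csn5 enzyme expressed in HEK293T cells. Amount: 0.24 nM enzyme. Reagent: SCFSkp2-Nedd8OG substrate at 10 nM final. Schedule: 90 min incubation of compound, enzyme and substrate at room temperature. Detection: fluorescence polarization. Read-out: % inhibition of substrate cleavage by Csn5.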
Rpn11 inh = Rpn11 (PSMD14) deubiquitinase inhibitors, primary screen, biochemical, fluorescence polarization, uHTS; human 26S proteasome, Ub4-pepOG fluorescence polarization; 20S core pre-blocked with epoxomicin; calls only at 20 µM; 0.59% of 360,000 active; AID 588493, 2011; 26S proteasome non-ATPase regulatory subunit 14 (Homo sapiens), O00487;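 active = inhibition at 20 µM, scaled to each plate's controls, above about 33%, limit read from the data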
Target sequence (O00487 whole entry, looked up): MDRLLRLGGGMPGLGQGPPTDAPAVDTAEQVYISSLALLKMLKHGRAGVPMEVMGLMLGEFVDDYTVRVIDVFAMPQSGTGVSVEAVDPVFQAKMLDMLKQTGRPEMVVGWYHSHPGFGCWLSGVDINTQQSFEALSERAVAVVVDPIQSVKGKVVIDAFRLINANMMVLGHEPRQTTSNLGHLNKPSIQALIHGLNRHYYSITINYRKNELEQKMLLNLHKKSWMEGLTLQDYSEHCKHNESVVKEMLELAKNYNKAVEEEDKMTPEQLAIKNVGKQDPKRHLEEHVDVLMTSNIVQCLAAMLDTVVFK
DNMT1 inh = human DNMT1 methyltransferase inhibitors, primary screen, biochemical, molecular beacon, fluorescence, HinP1I cleavage, uHTS; 0.83% of 360,000 active; inhibition (reported as % activation of signal), % at 10 µM; DNA (cytosine-5)-methyltransferase 1 (Homo sapiens), P26358; AID 588458, 2011; in the data active = inhibition above about 50%
NadD block = inhibitors of S. aureus NadD, primary screen, biochemical, colorimetric, uHTS; 0.78% of 360,000 active; inhibition, % at 20 µM; Nicotinate-nucleotide adenylyltransferase NadD (Staphylococcus aureus N315); AID 602399, 2012; purified NadD enzyme, colorimetric absorbance read-out; in the data active = inhibition above about 26%; also: some compounds past the cut are filed as inactive
SUMO1-SIM PPI = modulators of SUMO1 protein-protein interactions, primary screen, biochemical, uHTS | AID 602429, 2012 | Small ubiquitin-related modifier 1 (Homo sapiens), P63165 | SUMO1 binding to a labelled peptide, TR-FRET, 1 h | 0.33% of 360,000 active | inhibition, % at 20 µM; in the data active = inhibition above about 37%
Target sequence (P63165 whole entry, looked up): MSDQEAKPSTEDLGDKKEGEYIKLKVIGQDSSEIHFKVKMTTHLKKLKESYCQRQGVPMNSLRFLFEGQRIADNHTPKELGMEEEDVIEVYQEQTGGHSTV
STEP block = STEP phosphatase inhibitors, primary screen, biochemical, fluorescence intensity, uHTS. 0.25% of 360,000 active. Tyrosine-protein phosphatase non-receptor type 5 (Homo sapiens), P54829. recombinant STEP, OMFP fluorogenic substrate. AID 588621, 2011. inhibition, % at 20 µM;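 active = inhibition at 20 µM, scaled per plate between control wells, above about 37%, limit read from the data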;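 also: 0% = DMSO with enzyme and substrate and 100% = substrate only without enzyme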
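medium = Bis-Tris buffer pH 6.0, 2.5 mM DTT, 0.005% Tween 20 | test system = STEP (striatal-enriched tyrosine phosphatase) enzyme, cell-free | measure = normalized % inhibition | compound dosing = 20 µM, 1% DMSO | also added = 25 µM OMFP | schedule = reaction 20 min, ambient temperature | measured by = fluorescence read at 480 nm ex / 540 nm em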
Neddylation inh = inhibitors of cullin neddylation, primary screen, biochemical, TR-FRET, uHTS, NAE and Ubc12; 0.58% of 360,000 active; calls only at 25 µM; NEDD8-conjugating enzyme Ubc12 (Homo sapiens) + NEDD8-activating enzyme E1 regulatory …; in the data active = inhibition above about 36%
LMPTP inh = LMPTP phosphatase inhibitors, primary screen, biochemical, fluorescence intensity, uHTS; recombinant LMPTP-A, OMFP fluorogenic substrate; inhibition, % at 20 µM; 0.22% of 360,000 active; AID 651560, 2012;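 active = compounds that cut the enzyme signal by at least half of the control window in the single-dose screen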;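 also: plate controls were DMSO wells with enzyme plus substrate for no effect and substrate without enzyme for full effect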
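Test system: LMPTP-A phosphatase enzyme. Amount: LMPTP-A at 0.625 nM final in the reaction. Reagent: OMFP substrate, 400 µM final. Times: 50 min at room temperature. Signal: endpoint fluorescence intensity from OMFP dephosphorylation. Read-out basis: % inhibition. Benchmarks: no-enzyme and uninhibited controls.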
* hit, by the source's call; i = inactive; x = no result given; + = active, no number.

SMILES	Rin1-Abl PPI inh	Scp-1 inhibitor	CSN inh	Rpn11 inh	DNMT1 inh	NadD block	SUMO1-SIM PPI	STEP block	Neddylation inh	LMPTP inh
Cn1c(/C=C/c2ccc(Br)cc2)c([N+](=O)[O-])c(=O)n(C)c1=O	3	-19	7	i	10	0	-20	0	i	0.3
CCOC(=O)C1CCCN(CC(=O)NC2CC2)C1 (stereo not drawn)	5	0	-6	i	3	-1	2	-2	i	-1.8
CC1CCC(NC(=O)CCN2C(=O)C3C4C=CC(C4)C3C2=O)CC1 (stereo not drawn)	-1	7	3	i	6	5	3	-2	i	0.6
O=C(O)c1cc(-c2ccccc2)n(-c2ccc(F)cc2)n1	2	-12	5	i	1	-6	3	-2	i	-1.3
Cc1ccc(O)c(CNc2nc3ccccc3[nH]2)c1	-4	-2	-2	i	0	-3	2	1	i	1.7
COc1ccc(C2c3[nH]c4ccccc4c3CCN2C(=O)c2ccccc2C(C)=O)c(F)c1 (stereo not drawn)	-1	-8	2	i	-17	9	-3	4	i	3.2
CCN1CCN(Cc2ccc(NC(=O)c3cc(NC(=O)c4ccc5n[nH]nc5c4)cc(OC)c3)cc2C(F)(F)F)CC1	0	-6	-2	i	-9	8	4	1	i	1.5
CCOC(=O)N1CCN(C(=O)C[C@@H]2C[C@@]3(C(=O)OCC)CCCC=C3N(CCc3ccc(OC)c(OC)c3)C2=O)CC1	x	x	-1	x	x	x	-2	x	i	0.2
CC(=O)Nc1ccc(OC(F)(F)C(F)F)c(NC(C)=O)c1	4	-5	1	i	-1	-3	0	-1	i	-2.1
NS(=O)(=O)c1ccc(CCNC(=O)Nc2ccc(Cl)cc2)cc1	7.5*	-1	-3	i	-2	-2	3	-4	i	-0.7
CC(C)c1ccc(S(=O)(=O)Nc2ccc(-n3cnnn3)cc2)cc1	6	0	-4	i	2	-7	4	2	i	2.2
CCOc1ccccc1CNc1nnnn1C	-2	0	4	i	1	-3	-2	-4	i	0.0
Cc1ccc(Nc2nc(NCc3ccccc3)nc3ccsc23)c(C)c1	2	x	6	i	-3	7	1	1	i	10
O=C(c1ccco1)N1N=C(c2cccs2)CC1c1ccccc1O (stereo not drawn)	-4	-7	6	i	-1	-1	-23	1	+	2.1
Cc1onc(-c2ccccc2)c1C(=O)NCCN1CCOCC1	1	-3	-1	i	0	-4	-4	-2	i	-1.4
CCOC(=O)CN1C(=O)C(O)(CC(=O)c2ccccn2)c2ccccc21 (stereo not drawn)	-2	-7	-4	i	2	-2	-14	0	i	-0.1
O=c1[nH]nnc2sc3c(c12)CCCC3	0	-6	2	i	0	-5	-3	-2	i	-8.1
COc1ccc(C2CC(c3cccs3)=NN2C(=O)CSc2nnnn2C)cc1OC (stereo not drawn)	-2	-11	-4	i	5	-4	-7	-1	i	-0.6
COCC(C)NC(=S)N1CCN(c2ccccc2Cl)CC1 (stereo not drawn)	3	2	2	i	1	-7	1	5	i	-0.9
CCN1C(=O)[C@H]2[C@@H](c3ccc(C)cc3)N3C(=O)N(c4cccc(Cl)c4)C(=O)[C@@]3(C)[C@H]2C1=O	4	-11	0	i	0	-3	4	-1	i	-0.6
CCC(c1nnc(SCC(=O)NCCc2ccc(OC)c(OC)c2)n1Cc1ccccc1)N(C)C (stereo not drawn)	-2	-1	9	i	2	-10	1	-1	i	2.6
COc1ccc(CCNC(=O)C2CC(c3c(Cl)cccc3Cl)=NO2)cc1 (stereo not drawn)	3	-12	1	i	-3	-6	-11	1	i	-1.5
COc1cccc(CN2CCN(c3ncccn3)CC2)c1OC	0	-5	5	i	5	-2	0	0	i	-0.3
CCCCN(CCCC)S(=O)(=O)c1ccc(NC(=O)c2ccc([N+](=O)[O-])cc2Cl)cc1	-3	-9	-1	i	-3	-1	-1	1	i	2.3
CN(C)c1ccc(NC(=O)c2ccc(Cn3cc([N+](=O)[O-])cn3)cc2)cc1	-3	2	4	i	-16	5	-14	1	i	4.1

Following part:
SMILES	Rin1-Abl PPI inh	Scp-1 inhibitor	CSN inh	Rpn11 inh	DNMT1 inh	NadD block	SUMO1-SIM PPI	STEP block	Neddylation inh	LMPTP inh
O=C(CCS(=O)(=O)c1ccccc1)Nc1nc(-c2ccc(F)cc2)cs1	-5	4	2	i	-2	-9	-5	0	i	-0.5
Cc1cnn(-c2nc(-c3cccs3)cc(C(F)(F)F)n2)c1	-3	-11	2	i	0	-13	-12	1	i	0.7
O=C(O)[C@@H]1CC(O)CN1C(=O)CCc1c[nH]c2ccccc12 (stereo partly drawn)	-3	-12	-1	i	10	-2	2	-3	i	-0.1
CC1(C)CC(=O)C(N=Nc2ccc(C(F)(F)F)cc2[N+](=O)[O-])=C(O)C1	0	-7	0	i	8	-10	-39	0	i	0.5
CC(Oc1cc2oc(=O)c3c(c2cc1Cl)CCC3)C(=O)NCCCn1ccnc1 (stereo not drawn)	-8	2	4	i	-2	4	-13	-4	i	0.6
COc1cc(Nc2ccc(C)cc2)c([N+](=O)[O-])nc1[N+](=O)[O-]	-7	-7	0	i	2	0	-28	2	i	0.3
COc1ccc(/C=C/C(=O)Nc2ccc(C(N)=O)cc2)cc1OC	-5	-7	-6	i	-2	-3	-13	3	i	-0.3
COc1ccc(-c2noc(CCC(=O)NCc3ccco3)n2)cc1	-1	1	6	i	-5	-4	3	-1	i	-0.9
CCCn1cc(S(=O)(=O)c2ccccc2)c(=O)c2cc(CC)ccc21	-2	3	1	i	1	1	2	-1	i	-1.5
COc1ccc(/C=N/NC(=O)c2ccc(Cl)cc2)cc1Cn1cc(Cl)cn1	-2	-1	24	i	44	5	-1	4	i	4.4
COc1ccccc1N(CC(=O)NCCSCc1ccccc1)S(C)(=O)=O	3	-7	-6	i	-2	1	-4	-2	i	-0.3
CC(C)CC1C(=O)N(Cc2cn(Cc3ccco3)nn2)CCS(=O)(=O)N1Cc1ccc(-c2ccccc2)cc1 (stereo not drawn)	1	x	8	i	-20	9	0	-2	i	5.6
CCCn1nnnc1SCC(=O)N1CCOCC1	-3	-7	6	i	5	1	-6	-7	i	-0.2
Cc1cc(C)n2nc(C(=O)OCCOc3ccc(Br)cc3)nc2n1	0	3	-1	i	4	7	2	0	i	0.7
COc1cc(CNC2CCCC2)c(Br)cc1OC1CCCC1	4	-4	4	i	-1	-6	0	-6	i	-1.1
O=C(COC(=O)c1ccco1)NC1CCCCC1	-2	5	2	i	-4	-4	-3	-1	i	0.2
COC(=O)c1cc(N2CCN(C)CC2)nc2ccccc12	-10	-5	-99	i	-6	-2	-69	-10	x	-4.5
Cc1ccccc1C(=O)NCCn1cc(SCC(=O)NCC2CCCO2)c2ccccc21 (stereo not drawn)	1	-5	-3	i	-3	-3	-1	-2	i	-1.1
Cn1nc(-c2ccccc2)c(CO)c1Oc1ccc(F)cc1	3	-1	-8	i	10	-9	2	1	i	-0.2
Cc1cc(C)nc(-n2nc(C)c(C3(O)C(=O)Nc4ccccc43)c2N)n1 (stereo not drawn)	-4	-1	-5	i	-3	3	-8	0	i	-1.4
CCOC(=O)c1c(N)sc(C(=O)OC)c1C	1	1	4	i	1	7	2	-2	i	-0.2
CCc1ccccc1Nc1ncnc2ccccc12	1	-2	2	i	2	2	-3	-4	i	3.6
CC(C)c1ccc(CNCc2ccccc2)cc1	-1	2	-5	i	2	7	-3	-1	i	-1.1
N#Cc1c(N)nc2c(c1-c1cccs1)CCCC2	8	-8	-1	i	1	-4	1	3	i	-2.8
CCOC(=O)C1CCN(C(=O)Cn2nc(C)n3nc(-c4ccc(CC)cc4)cc3c2=O)CC1	0	3	1	i	8	2	-11	4	i	-0.3

Next part
SMILES	Rin1-Abl PPI inh	Scp-1 inhibitor	CSN inh	Rpn11 inh	DNMT1 inh	NadD block	SUMO1-SIM PPI	STEP block	Neddylation inh	LMPTP inh
COc1ccccc1CNC(=O)c1cc2c(C)nn(Cc3ccc(F)cc3)c2s1	-2	-11	-1	i	-12	-9	2	-2	i	2.3
CN1CCN(c2nc3cc(N4CCOCC4)ccc3s2)CC1	-1	x	-1	i	-12	8	-3	-2	i	-1.4
Cc1ccc(F)cc1NC(=O)c1sc2ncn(CC(=O)N3CCN(c4ccccn4)CC3)c(=O)c2c1C	-13	5	0	i	-2	3	-7	3	i	2.3
C=CCNC(=O)c1ccc(Cn2cc(C(F)(F)F)ccc2=O)cc1	1	-4	-4	i	0	5	3	1	i	-0.1
CC(C)C[C@H](NC(=O)OCC1c2ccccc2-c2ccccc21)C(=O)O	-1	-6	-3	i	0	-5	3	-2	i	-0.2
CC(C)[C@H](NC(=O)C1CCN(C(=O)[C@H](Cc2ccccc2)NC(=O)OC(C)(C)C)CC1)C(=O)O	3	-12	0	i	2	-1	5	-3	i	-2.4
Oc1oc(-c2cccc3ccccc23)nc1/C=N/c1nccs1	-2	0	13	i	11	18	-1	0	i	-0.9
O=C(/C=C/c1ccc2c(c1)OCO2)c1ccc(F)cc1	-1	-11	-1	i	-1	-12	-7	4	i	0.9
O=C(CNC(=O)c1cccc(F)c1)OCCOc1cccc(Cl)c1	0	-6	1	i	-1	-6	3	-1	i	-0.2

Six entries from above, in CSV form:
canonical_smiles,Rin1-Abl PPI inh,Scp-1 inhibitor,CSN inh,Rpn11 inh,DNMT1 inh,NadD block,SUMO1-SIM PPI,STEP block,Neddylation inh,LMPTP inh
C=CCNC(=O)c1ccc(Cn2cc(C(F)(F)F)ccc2=O)cc1,1,-4,-4,i,0,5,3,1,i,-0.1
CC(C)C[C@H](NC(=O)OCC1c2ccccc2-c2ccccc21)C(=O)O,-1,-6,-3,i,0,-5,3,-2,i,-0.2
CC(C)[C@H](NC(=O)C1CCN(C(=O)[C@H](Cc2ccccc2)NC(=O)OC(C)(C)C)CC1)C(=O)O,3,-12,0,i,2,-1,5,-3,i,-2.4
Oc1oc(-c2cccc3ccccc23)nc1/C=N/c1nccs1,-2,0,13,i,11,18,-1,0,i,-0.9
O=C(/C=C/c1ccc2c(c1)OCO2)c1ccc(F)cc1,-1,-11,-1,i,-1,-12,-7,4,i,0.9
O=C(CNC(=O)c1cccc(F)c1)OCCOc1cccc(Cl)c1,0,-6,1,i,-1,-6,3,-1,i,-0.2
